TGFb SMAD3 inh: blocks TGF-b signaling. 410,000 compounds, 1.2% hits. HepG2 CAGA-GFP TGF-b/SMAD3 reporter, GFP fluorescence, 18 h; TGF-beta stimulated, 500 pg/mL final. Potency, µM (titrated, usually from 46.1 µM), for the others: at the top dose activity, negative = inhibition, hits mostly inhibitors; note: potency is the fitted concentration of half-maximal effect; % is set by controls: 0 for no effect and ±100 for the full control effect; nearly all actives have a fitted effect of over 65% in size
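HEPG2 CAGA-GFP cells (1000/well, DMEM with 1% FBS) were pre-incubated 2 h at 37 degrees C, given compound by pin tool, then stimulated with TGF-beta at 500 pg/mL final for 18 h before per-cell GFP fluorescence imaging.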
Mm-Cpn inhibitor: M. maripaludis TRiC chaperonin inhibition | purified Mm-Cpn ATPase, ADP Transcreener TR-FRET | Potency, µM (doses to about 76.9 µM), inactives show at the highest dose activity, negative = inhibition, hits mostly inhibitors | 330,000 compounds, 0.031% hits; note: potency is the fitted concentration of half-maximal effect; % is set by controls: 0 for no effect and ±100 for the full control effect; nearly all actives have a fitted effect of over 80% in size
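ATPase turnover read by TR-FRET ADP competition (Eu cryptate antibody/ADP-d2, 665/590 nm): 10uM ATP final, 25nM Mm-CPN final, 30 min 37degC after 10-min compound preincubation, pH 7.4 Tris/KCl/MgCl2/DTT buffer.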
A549 tox: kills or reduces viability of A549 cells in Nrf2 counter-screen | A549 ARE-Fluc cells, CellTiter-Fluor viability, 18-24 h | Potency, µM (highest dose often 46 µM), for the others: top-dose activity change, negative = cytotoxicity, actives largely listed as inhibitors | 390,000 compounds, 0.16% hits | AID 504648; note: potency is the fitted concentration of half-maximal effect; % is set by controls: 0 for no effect and ±100 for the full control effect
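A549 ARE-Fluc cells in 5% FBS OPTI-MEM, 5000 cells/well, rested 2 h then exposed to compounds in concentration-response for 18-24 h at 37 °C. Viability by CellTiter-Fluor fluorescence (Ex 405/Em 525) after 30 min; luciferase luminescence (BugLite, 15 min, RT) read afterwards.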
EPAC2 ag: agonists of human EPAC2 (RAPGEF4). 360,000 compounds, 0.079% hits. EPAC2 activation, biochemical qHTS; response scale: 100% = 6.5 mM cAMP response. AID 720711. Potency, µM (top dose mostly 154 µM), inactives show at the highest dose activation, actives largely listed as activators; note: potency is the fitted concentration of half-maximal effect; nearly all actives have a fitted effect of over 50% in size
Target sequence (Q8WZA2 whole entry, looked up): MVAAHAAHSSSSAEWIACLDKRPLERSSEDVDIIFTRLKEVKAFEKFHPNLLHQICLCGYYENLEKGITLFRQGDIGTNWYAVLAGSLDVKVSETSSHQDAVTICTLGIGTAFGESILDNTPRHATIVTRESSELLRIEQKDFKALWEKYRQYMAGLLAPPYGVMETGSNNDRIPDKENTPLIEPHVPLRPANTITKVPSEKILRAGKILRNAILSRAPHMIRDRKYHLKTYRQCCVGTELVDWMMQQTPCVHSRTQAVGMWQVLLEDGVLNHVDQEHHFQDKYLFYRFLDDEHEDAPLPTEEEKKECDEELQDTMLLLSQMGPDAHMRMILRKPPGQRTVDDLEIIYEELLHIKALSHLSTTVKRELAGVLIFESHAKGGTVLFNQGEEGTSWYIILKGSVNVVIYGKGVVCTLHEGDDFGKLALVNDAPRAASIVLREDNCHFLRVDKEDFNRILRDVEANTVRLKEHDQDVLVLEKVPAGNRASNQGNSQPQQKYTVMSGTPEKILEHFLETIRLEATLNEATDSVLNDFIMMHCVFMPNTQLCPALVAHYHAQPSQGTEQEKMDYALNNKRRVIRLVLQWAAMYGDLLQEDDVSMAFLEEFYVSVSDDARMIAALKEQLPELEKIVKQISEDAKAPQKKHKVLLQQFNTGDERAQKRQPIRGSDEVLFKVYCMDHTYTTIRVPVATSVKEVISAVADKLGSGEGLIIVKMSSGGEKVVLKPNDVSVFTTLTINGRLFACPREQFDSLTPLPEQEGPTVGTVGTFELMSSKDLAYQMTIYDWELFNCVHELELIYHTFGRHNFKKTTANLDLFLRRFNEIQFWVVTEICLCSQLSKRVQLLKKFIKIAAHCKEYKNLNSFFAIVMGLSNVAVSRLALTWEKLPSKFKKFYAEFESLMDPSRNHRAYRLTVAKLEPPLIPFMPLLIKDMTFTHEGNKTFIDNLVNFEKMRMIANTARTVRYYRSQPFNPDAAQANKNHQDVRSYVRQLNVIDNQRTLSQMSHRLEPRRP
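Exchange assay: 100 nM EPAC2 with 250 nM Rap1B-BODIPY-GDP and 50 uM GDP. Fluorescence (ex 480/em 540 nm) read every 5 min for 30 min at room temperature. Data normalized to 6.5 mM cAMP as agonist control.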
EPAC2 antagonist: EPAC2 (human) antagonism; Q8WZA2; EPAC2 GEF exchange of Rap1B-BODIPY-GDP, fluorescence; Potency, µM (titrated, usually from 114 µM), without a hit: top-dose activity, negative = inhibition, actives largely listed as inhibitors; 360,000 compounds, 0.18% hits; AID 720708; note: potency is the fitted concentration of half-maximal effect; % is set by controls: 0 for no effect and ±100 for the full control effect; nearly all actives have a fitted effect of over 45% in size; many of its hits are not listed in these tables
Nrf2 inh: Nrf2 pathway inhibition; A549 ARE-Fluc reporter, luciferase luminescence, 18-24 h; Potency, µM (titrated, usually from 46 µM), inactives show top-dose activity change, negative = inhibition, usual class: inhibitors; 360,000 compounds, 2.1% hits; AID 504444; note: potency is the fitted concentration of half-maximal effect; % is set by controls: 0 for no effect and ±100 for the full control effect; nearly all actives have a fitted effect of over 60% in size
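A549 ARE_Fluc cells, 5000/well, 5% FBS OPTI-MEM; compounds in dose-response, 18-24 h at 37 °C/5% CO2; CellTiter-Fluor viability read (Ex 405/Em 525), then BugLite luciferase luminescence = Nrf2 activity.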
CCT modulator: modulators of cytosolic chaperonin (CCT/TRiC) activity. activity change, % (test concentration not listed), hits read low. purified chaperonin ATPase assay, HTRF ADP detection, 30 min. 360,000 compounds, 0.3% hits. AID 651819; in the data active = activity change below about -30%; note: % is set by controls: 0 for no effect and ±100 for the full control effect
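TRiC at 40 or 20 nM final (batch-dependent) in 30 mM Tris pH 7.4, 100 mM KCl, 5 mM MgCl2, 1 mM DTT, with compound at single 76 uM and 10 uM ATP, 30 min at 37 deg C. ADP detected by HTRF Transcreener, 665/615 ratio.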
Nrf2 activator: activators of Nrf2 (ARE) signaling. AID 624171. Potency, µM (doses to about 46.1 µM), for the others: at the highest dose activation, hits mostly activators. AREc32 ARE-luciferase reporter (MCF7-derived line), luminescence, 24 h. 410,000 compounds, 0.31% hits; note: potency is the fitted concentration of half-maximal effect; % of control where 0% means no effect; nearly all actives have a fitted effect of over 65% in size
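Each well held 1000 AREc32 cells, which were incubated with compound for 24 hr at 37 deg C after overnight attachment, and ARE reporter activity was quantified by firefly luciferase luminescence.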
Akt phos inh: blocks phosphorylation of Akt; Neuro2A IGF-stimulated pAkt S473 HTRF, 20 min; stronger effect = lower value; activity change, % for hits at 50 µM; 360,000 compounds, 0.32% hits; AID 651550; in the data active = activity change below about -80%; inconclusive = mostly about -51% to -80%; note: % is set by controls: 0 for no effect and ±100 for the full control effect
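Neuro2A cells in DMEM with 0.5% FBS, overnight at 37 deg C, given compound at single 50 µM final, then IGF (6 nM final) for 20 min at 37 deg C. Lysed; phospho-Akt Ser473 by HTRF after 24 h, 665/615 ratio.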
The depositor's hits bear a star; i = inactive; ? = inconclusive; / = no result given; & = joins results of further samples; [ ] = another dose, or the depositor's remark. Unless noted, calls come from the whole dose curve; as a rule, active = well fitted curve in the direction sought with a large enough effect; inconclusive = small, poorly fitted or top-dose-only effect, or another doubt; inactive = no such curve, though single readings can be large; an effect the other way counts as inactive or inconclusive. This is a subset, so the mix of outcomes need not match the whole.

Under each structure: A549 tox, TGFb SMAD3 inh, EPAC2 antagonist, Akt phos inh, Mm-Cpn inhibitor, Nrf2 inh, CCT modulator, EPAC2 ag, Nrf2 activator
CCc1ccc(N2C(=O)NC(=O)C(CCc3ccncc3)(CCc3ccncc3)C2=O)cc1
  -7%, -6%, 7%, i, 2%, -19%, -1.7, 8%, -1.0%
CCCOc1ccc(C2SCC(=O)Nc3c2c(C)nn3-c2cccc(C)c2)cc1OC (stereo unspecified)
  4%, ?, /, /, /, -29%, /, /, 3.4%
COc1cc([N+](=O)[O-])c2ncccc2c1[N+](=O)[O-]
  /, 1%, -16%, i, /, /, 0.7, 2%, -1.1%
Cc1cccc(N2CCc3c2nc2ccccc2c3N)c1
  -6%&-3%, ?, -5%&-5%, i, -3%&-4%, -2%&6%, -1.8&-4.4, 10%&9%, 6.4%&5.6%
Cc1cccc(-n2c(-c3cccs3)nc3ccccc3c2=O)c1
  -9%, ?, 11%, i, -11%, -4%, -1.7, 3%, 4.6%
CC(=O)OC1(c2ccccc2)CCN(C)C2CCCCC21 (stereo unspecified)
  29%, 16%, 7%, i, 1%, 1%, -5.2, 5%, 0.2%
CCC(=O)OC(Cc1ccccc1)(c1ccccc1)[C@H](C)CN(C)C (stereo partly specified)
  -4%, 11%, 21%, i, 0%, 3%, 0.5, 6%, -0.4%
Cc1cc(-c2ccccc2)cc(-c2ccccc2)[n+]1CCc1ccccc1
  -9%, ?, 5%, i, 0%, ?, 1.3, 8%, 5.5%
CN(C)c1ccc(C=C2C(=O)NC(=S)NC2=O)cc1[N+](=O)[O-]
  -4%, 0%, -3%, i, 1%, -14%, 1.7, 6%, -0.1%
C=CCn1c(=O)c(C(=O)NCc2ccccc2)c(O)c2ccccc21
  -6%, ?, 3%, i, -6%, 3%, 0.9, 8%, -0.6%
COc1ccc(-n2c(-c3ccccc3F)nc3ccccc3c2=O)cc1
  /, 10%, ?, i, /, /, -1.9, 14%, 0.4%
CCC(=NCC1CCCO1)c1c(O)n(-c2ccccc2)c(=O)[nH]c1=O (stereo unspecified)
  -4%, 8%, -1%, i, 0%, -19%, 0.6, 7%, -0.4%
CCC1C(c2ccccc2)NC(c2ccccc2)CC1(O)c1ccc(F)cc1 (stereo unspecified)
  -28%, ?, -8%, i, -3%, -20%, -6.0, 12%, -0.7%
COc1ccc(SCC2CN(C)CCC2c2ccc(F)cc2)cc1 (stereo unspecified)
  ?, 3%, 3%, i, /, 2%, -0.7, 8%, 0.5%
c1ccc(CCCN2CCN(CCOC(c3ccccc3)c3ccccc3)CC2)cc1
  -8%, ?, ?, i, /, 0%, -3.3, 18%, -0.5%
CCCCCCn1c(N)c(C(=O)NCCN2CCOCC2)c2nc3ccccc3nc21
  -20%, 16µM*, -17%, /, -2%, ?, 1.6, 8%[15.6 µM], -5.0%
CCN(C(=O)CN1CC=C(c2ccccc2)CC1)c1c(N)n(Cc2ccccc2)c(=O)[nH]c1=O
  10%, -11%, -15%, i, 0%, ?, -1.0, 8%, 2.2%
COC(=O)C1=C(c2cc3ccccc3o2)C[C@@H]2CC[C@H]1N2C(=O)NCc1cccc2ccccc12
  -11%, -17%, 4%, i, /, ?, -1.5, 1%, -0.8%
COC(=O)C1=C(c2ccc(F)cc2F)C[C@@H]2CC[C@H]1N2C(=O)NCCOc1ccc(OC)cc1
  1%, -5%, 6%, i, -2%, -13%, -2.0, 4%, 3.4%
COc1ccc(-n2nnnc2C(c2ccnc3ccccc23)N2CCC3(CC2)C(=O)NCN3c2ccccc2)cc1 (stereo unspecified)
  /, -35%, 3%, i, /, /, -1.2, 10%, -0.5%
CCOC(=O)[C@]12Cc3cc(OC)ccc3[C@H]1N(CC(=O)OC)C(=O)c1ccccc12
  /, /, -27%, i, /, /, -0.3, 10%, -1.2%
CCN(c1ccc(C(O)(C(=O)OC)C(F)(F)F)cc1)S(=O)(=O)c1ccc(C)cc1 (stereo unspecified)
  0%, -14%, ?, /, -1%, /, -3.6, 13%, -0.3%
CC1CCCN(CC(=O)c2ccc(Cl)c(Cl)c2)C1 (stereo unspecified)
  2%, 4%, -4%, i, 4%, 8%, 0.4, 0%, -0.8%
CC(=O)OC[C@]12CCC(C)=C[C@H]1O[C@@H]1[C@H](O)[C@@H](OC(C)=O)[C@@]2(C)[C@]12CO2
  ?, -88%, -6%, i, -1%, 0.018µM*, 2.3, 5%, -2.4%
C=CCCC[C@@H]1OC(=O)CNC(=O)C([C@@H](C)CC)NC(=O)[C@@H]2CCCN2C(=O)C([C@@H](C)CC)OC(=O)[C@H](Cc2ccccc2)N(C)C(=O)[C@H](C(C)C)NC(=O)C1(C)C (stereo partly specified)
  /, 10µM*, -15%, i, /, /, -0.3, -11%, -2.2%
CC(C)n1cc(C(=O)N(CC(=O)NC(C)(C)C)Cc2ccccc2)cn1
  -2%, -37%, 14%, i, -1%, 9%, -1.8, -6%, 0.4%
C=CCn1c(O)c(/C=C/C=Nc2ccccc2)c(=O)[nH]c1=O
  -10%, 6%, 14%, i, -2%, 8%, -0.5, -27%, -0.9%
c1coc(CNCCc2c[nH]c3ccccc23)c1
  -2%, 5%, 1%, i, 1%, 3%, -0.6, -6%, -0.6%
C/C(=N\NP(=S)(c1ccccc1)c1ccccc1)c1ccc(O)cc1O
  -4%, -19%, -2%, i, 1%, 3%, -0.1, 13%, 5.0%
COc1cc(Br)cc(CN2CCN(C)CC2)c1O
  2%, -2%, -1%, i, -2%, 8%, 0.3, 3%, -0.9%

Under each structure: A549 tox, TGFb SMAD3 inh, EPAC2 antagonist, Akt phos inh, Mm-Cpn inhibitor, Nrf2 inh, CCT modulator, EPAC2 ag, Nrf2 activator
CN1[C@@H]2CCC[C@H]1CC(=O)C2
  -16%, 0%, -3%, i, /, -7%, 0.3, 4%, -1.4%
CCC(=NCCN1CCOCC1)c1c(O)n(-c2ccccc2C)c(=O)[nH]c1=O
  -6%, 11%, 10%, -122%*, 0%, 6%, -1.4, -3%, 0.3%
C=C1[C@@H](C)[C@H]2[C@H](Cc3ccccc3)NC(=O)[C@]23OC(=O)/C=C/[C@H](O)CCC[C@@H](C)C/C=C/[C@H]3[C@@H]1O
  ?, ?, 12%, i, 4%, ?, 1.4, 0%, -0.7%
C=CCn1c(O)c(C(C)=NCCc2ccccc2)c(=O)[nH]c1=O
  -9%, -14%, 11%, i, -2%, -20%, -2.7, 2%, 0.1%
CN1CCC(OC(=O)c2cccc(F)c2)CC1
  19%, 0%, 3%, i, -2%, 12%, -0.5, 6%, 2.4%
CCCC[n+]1cc(/N=C(\[O-])OC)on1
  -7%, 0%, -4%, i, 2%, 11%, 0.9, 2%, 1.7%
COc1ccc(-c2ccc(OC)c(OC)c2OC)cc1
  -1%, 1%, -29%, i, /, ?, -1.4, 10%, 2.6%
CCCCN1C(=O)/C(=C/C=C/c2ccco2)C(=O)NC1=S
  -2%, 12%, 5%, i, -1%, -1%, -1.7, 1%, 4.9%
O=[N+]([O-])c1ccc(N2CCNCC2)cc1N1CCCCCC1
  ?, 12%, 4%, i, 0%, -6%, 2.5, 4%, 2.5%
Cc1cccc(N2CCN(C(=O)CCCCn3c(=O)[nH]c4ccsc4c3=O)CC2)c1C
  -3%, ?, /, /, /, -34%[9.27 µM], /, /, -0.4%
O=C(O)COc1ccc(Cl)cc1Cl
  4%, 4%, 11%, i, /, 11%, -0.9, 6%, -0.7%
COc1cc(CN=C(C)c2c(O)n(C3CCCCC3)c(=O)[nH]c2=O)cc(OC)c1
  -6%, ?, -13%, i, 0%, ?, -0.1, 10%, 3.1%
OCCNc1c2c(nc3ccccc13)CCCC2
  -8%, 1%, 4%, i, 2%, 15%, 2.9, 2%, -0.1%
CCCCOc1ccc(CN2CCN(CC)CC2)cc1
  0%, 9%, 11%, i, -2%, ?, 0.0, 2%, 2.0%
CCn1c(O)c(/C=N/NC(=O)c2ccncc2)c(=O)n(CC)c1=S
  1%, -20%, 8%, i, 1%, ?, 0.0, ?, 4.3%
Cc1cccc(Cn2cc(C=O)c3ccccc32)c1
  -5%, 1.1µM*, ?, i, 1%, ?, -0.7, 11%, 1.9%
O=[N+]([O-])c1ccc(CNCCc2ccccc2)cc1
  -1%, -11%, 7%, i, 0%, 1%, -1.8, 2%, 0.0%
O=C1C(=Cc2ccccc2)N2CCC1CC2
  1%, 4%, 4%, i, /, ?, 0.1, -6%, 7.2%
O=C(c1ccc(F)cc1)N1CCC2(CC1)OCCO2
  -3%, 15%, 4%, i, -2%, -1%, -1.7, 5%, -1.5%
COc1ccc(CCNCc2sccc2C)cc1OC
  3%, 1%, 0%, i, 1%, 7%, -0.4, 4%, -0.3%
Cc1cc(N(CCCl)CCCl)ccc1C=Cc1ccncn1
  -1%, 26%, -2%, i, /, -26%, 0.5, 29%, -0.1%
Cc1[nH]c2ccccc2c1CCN
  13%, 4%, -4%, i, /, 0%, 0.4, -2%, 0.5%

Compound activity deposited in PubChem BioAssay by National Center for Advancing Translational Sciences (NCATS).
